Screening results (PubChem BioAssay)
MCL1 BIM primary: inhibitors of human MCL1 binding to BIM-BH3 peptide; inhibition, % at 10.9 µM; actives 0.68% (n = 320,000); Q07820; GST-MCL1 / FITC-Bim-BH3 fluorescence polarization;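 active = inhibition above the mean inhibition of all tested compounds plus 3 SD, set per campaign, cut at about 40% in these data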;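 note: 0% = DMSO wells and 100% = unlabeled Bim-BH3 peptide control; higher means more loss of mP so more displacement of Bim peptide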
Target sequence (Q07820 whole entry, looked up): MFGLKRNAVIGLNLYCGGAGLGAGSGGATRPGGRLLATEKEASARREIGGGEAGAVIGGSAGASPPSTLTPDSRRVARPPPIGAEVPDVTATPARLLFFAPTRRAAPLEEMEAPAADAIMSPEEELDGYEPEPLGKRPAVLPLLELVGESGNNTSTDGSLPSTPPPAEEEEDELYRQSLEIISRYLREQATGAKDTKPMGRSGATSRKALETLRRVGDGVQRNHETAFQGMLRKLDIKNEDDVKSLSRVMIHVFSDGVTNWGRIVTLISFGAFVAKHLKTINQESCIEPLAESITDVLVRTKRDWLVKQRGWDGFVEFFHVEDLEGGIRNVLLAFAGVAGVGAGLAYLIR
GLD-1 RNA inh: GLD-1-TGE RNA interaction inhibition (C. elegans) | Q17339 | purified GLD-1 + fluorescein TGE RNA, fluorescence polarization | inhibition, % at 5.96 µM | actives 0.44% (n = 320,000) | AID 2280;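 active = percent inhibition above a per-plate cutoff, the plate mean of test compounds plus 3 SD, cut at about 30% in these data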;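 note: 0% = DMSO wells with GLD-1 and probe and 100% = wells lacking GLD-1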
TPT1 inh: C. albicans TPT1 enzyme inhibition; recombinant caTPT1, FP RNA substrate dephosphorylation; inhibition, % at 5 µM; actives 0.81% (n = 300,000); AID 1962;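 active = inhibition above the mean of all tested compounds plus 3 SD, set per screening campaign, cut at about 24% in these data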;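 note: plate controls were DMSO alone for no effect and ferristatin control at 100 nM for full effect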
PAD4 inh: inhibitors of human PAD4 | recombinant PAD4, RCA probe fluorescence polarization | Q9UM07 | inhibition, % at 6.36 µM | actives 0.41% (n = 330,000) | AID 485272;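 active = percent inhibition above a cutoff equal to the mean of all tested compounds plus 3 SD, cut at about 15% in these data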;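 note: 0% = PAD4 with RCA probe and DMSO and 100% = probe without PAD4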
Target sequence (Q9UM07 whole entry, looked up): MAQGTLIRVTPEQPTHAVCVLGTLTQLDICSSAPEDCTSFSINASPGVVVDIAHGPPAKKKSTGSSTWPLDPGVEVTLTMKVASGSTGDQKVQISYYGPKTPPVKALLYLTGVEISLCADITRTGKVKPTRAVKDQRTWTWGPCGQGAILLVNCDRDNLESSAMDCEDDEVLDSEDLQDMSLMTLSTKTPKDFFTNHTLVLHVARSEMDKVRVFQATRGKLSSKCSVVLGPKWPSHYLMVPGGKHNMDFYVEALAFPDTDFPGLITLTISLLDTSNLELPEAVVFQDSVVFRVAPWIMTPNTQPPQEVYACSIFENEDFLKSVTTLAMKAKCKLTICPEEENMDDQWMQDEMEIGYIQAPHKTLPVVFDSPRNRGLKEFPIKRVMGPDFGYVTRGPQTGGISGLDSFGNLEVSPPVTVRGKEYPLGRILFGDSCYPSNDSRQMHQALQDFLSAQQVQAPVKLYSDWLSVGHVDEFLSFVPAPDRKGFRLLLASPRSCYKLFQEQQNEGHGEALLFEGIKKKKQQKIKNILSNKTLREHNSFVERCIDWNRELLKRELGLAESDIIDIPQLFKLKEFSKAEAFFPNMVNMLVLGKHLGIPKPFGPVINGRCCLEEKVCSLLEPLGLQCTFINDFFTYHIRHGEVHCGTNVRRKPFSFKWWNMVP
Fam108B counter: counter-screen for RBBP9 inhibitors: inhibitors of mouse Fam108B | recombinant Fam108B, FP-Rh probe fluorescence polarization | inhibition, % at 9.51 µM | actives 0.33% (n = 300,000) | AID 1947;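 active = inhibition above the screen mean inhibition plus 3 SD, computed separately per campaign, cut at about 18% in these data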;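 note: inhibitors lower polarization as less probe binds the enzyme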
PME-1 inh: PME-1 (human) inhibition; Q9Y570; recombinant PME-1, FP-Rh probe fluorescence polarization; inhibition, % at 5.9 µM; actives 0.53% (n = 320,000);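 active = inhibition above the campaign mean of all compounds plus 3 SD, cut at about 26% in these data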;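 note: competitive labeling of PME-1 active site by serine hydrolase directed probe; 0% = PME-1 with DMSO and 100% = wells lacking PME-1 enzyme; inhibitors block probe labeling so polarization falls and inhibition rises; many of its hits are not listed in these tables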
Bcl-xL primary: blocks human Bcl-xL binding to Bim BH3 peptide | AID 2129 | actives 0.7% (n = 320,000) | Q07817 | inhibition, % at 10.9 µM | GST-Bcl-xL / FITC-Bim BH3 peptide fluorescence polarization;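 active = inhibition above the mean of all tested compounds plus 3 SD, cutoff set per campaign, cut at about 30% in these data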;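 note: 0% = DMSO wells and 100% = unlabeled Bim-BH3 peptide competitor; inhibitors lower millipolarization by displacing the labeled peptide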
GSTO1 counter: GSTO1 inhibition, counter-screen for RBBP9 inhibitors; P78417; recombinant GSTO1, activity-based probe fluorescence polarization; inhibition, % at 5.96 µM; actives 1.1% (n = 300,000);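 active = inhibition above the campaign mean inhibition plus 3 SD, cut at about 35% in these data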;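 note: 0% = GSTO1-1 with DMSO and 100% = wells lacking GSTO1-1 enzyme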
MEX-5 binding: C. elegans MEX-5 TCR-2 RNA binding activity; activity score (negative = inhibition of binding), % at 10 µM; MEX-5/FITC-TCR2 RNA binding, fluorescence polarization; active compounds read low; actives 0.38% (n = 300,000); Q9XUB2;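 active = inhibition past about -25% in most replicates, and total fluorescence under double the plate's negative control median, limit read from the data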;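 note: 0% = DMSO and -100% = 5 µM competing unlabeled TCR2 RNA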
Starred values were filed as active, the others as inactive. These rows are one share of the data. The share of hits here may be higher or lower than overall.

For COc1ccc(S(=O)(=O)NNC(=O)C2Cc3c(ccc4ccccc34)O2)cc1 (configuration not stated) the results were MCL1 BIM primary -2, GLD-1 RNA inh 3, TPT1 inh 0, PAD4 inh -15, Fam108B counter -11, PME-1 inh -10, Bcl-xL primary 4, GSTO1 counter -2 and MEX-5 binding 0.4.
CCOc1ccccc1OCCCNCc1ccco1 was read as MCL1 BIM primary -20, GLD-1 RNA inh -5, TPT1 inh 1, PAD4 inh -11, Fam108B counter 2, PME-1 inh -7, Bcl-xL primary -4, GSTO1 counter -8 and MEX-5 binding -1.7.
Screening CC1CCN(C(=O)c2ccc(NS(=O)(=O)c3cccc4cccnc34)cc2)CC1 returned MCL1 BIM primary -3, GLD-1 RNA inh 1, TPT1 inh 1, PAD4 inh 0, Fam108B counter -3, PME-1 inh 1, Bcl-xL primary 0, GSTO1 counter -3 and MEX-5 binding 3.2.
CN(CCOc1ccc(Cl)cc1)C(=O)CN1C(=O)NC2(CCCC2)C1=O was read as MCL1 BIM primary -24, GLD-1 RNA inh 5, TPT1 inh -4, PAD4 inh 1, Fam108B counter -1, PME-1 inh 2, Bcl-xL primary -10, GSTO1 counter 6 and MEX-5 binding 2.7.
N#Cc1ccc(C2N=C(c3ccccc3)NO2)cc1 (configuration not stated) was read as MCL1 BIM primary 8, GLD-1 RNA inh 7, TPT1 inh 1, PAD4 inh -1, Fam108B counter 2, PME-1 inh -4, Bcl-xL primary 6, GSTO1 counter 6 and MEX-5 binding -1.0.
For CCCCn1c(SCc2nc(N)nc(N3CCCCC3)n2)nc2c1c(=O)n(C)c(=O)n2C the results were MCL1 BIM primary 1, GLD-1 RNA inh 1, TPT1 inh 0, PAD4 inh -3, Fam108B counter -1, PME-1 inh -2, Bcl-xL primary -2, GSTO1 counter 0 and MEX-5 binding -0.8.
For COc1ccc(N2C(=O)CCC(C(=O)N(C)CCc3ccccn3)C2c2ccc(OC)c(OC)c2)cc1 (configuration not stated) the results were MCL1 BIM primary 2, GLD-1 RNA inh 6, TPT1 inh 2, PAD4 inh -1, Fam108B counter 1, PME-1 inh -4, Bcl-xL primary 5, GSTO1 counter -4 and MEX-5 binding 0.4.
For O=C(c1ccc(C(F)(F)F)cc1)N1CCCCC1 the results were MCL1 BIM primary -1, GLD-1 RNA inh -1, TPT1 inh 2, PAD4 inh -3, Fam108B counter 0, PME-1 inh 1, Bcl-xL primary 5, GSTO1 counter 12 and MEX-5 binding 2.6.
For Cc1ccc(OCC(=O)NCCCNC(=O)c2ccccn2)cc1 the results were MCL1 BIM primary -8, GLD-1 RNA inh -5, TPT1 inh 4, PAD4 inh -10, Fam108B counter 0, PME-1 inh -9, Bcl-xL primary -7, GSTO1 counter -5 and MEX-5 binding -0.1.
For CC(=O)CCC(=O)c1ccc2ccccc2c1 the results were MCL1 BIM primary 4, GLD-1 RNA inh 2, TPT1 inh -3, PAD4 inh 1, Fam108B counter 3, PME-1 inh -4, Bcl-xL primary 14, GSTO1 counter 5 and MEX-5 binding -1.8.
CC1CCN(C(=O)c2cc(-c3ccco3)on2)CC1 was read as MCL1 BIM primary -1, GLD-1 RNA inh -1, TPT1 inh 3, PAD4 inh 0, Fam108B counter -1, PME-1 inh 2, Bcl-xL primary 7, GSTO1 counter -6 and MEX-5 binding 0.1.
O=C(CCc1c[nH]c2ccccc12)NCCOc1ccccc1 was read as MCL1 BIM primary 1, GLD-1 RNA inh -5, TPT1 inh -6, PAD4 inh 4, Fam108B counter 4, PME-1 inh -1, Bcl-xL primary -2, GSTO1 counter 7 and MEX-5 binding -2.3.

Gathered by group, the compounds so far with sulfur (three)
For COc1ccc(S(=O)(=O)NNC(=O)C2Cc3c(ccc4ccccc34)O2)cc1 (configuration not stated) the results were MCL1 BIM primary -2, GLD-1 RNA inh 3, TPT1 inh 0, PAD4 inh -15, Fam108B counter -11, PME-1 inh -10, Bcl-xL primary 4, GSTO1 counter -2 and MEX-5 binding 0.4.
Screening CC1CCN(C(=O)c2ccc(NS(=O)(=O)c3cccc4cccnc34)cc2)CC1 returned MCL1 BIM primary -3, GLD-1 RNA inh 1, TPT1 inh 1, PAD4 inh 0, Fam108B counter -3, PME-1 inh 1, Bcl-xL primary 0, GSTO1 counter -3 and MEX-5 binding 3.2.
For CCCCn1c(SCc2nc(N)nc(N3CCCCC3)n2)nc2c1c(=O)n(C)c(=O)n2C the results were MCL1 BIM primary 1, GLD-1 RNA inh 1, TPT1 inh 0, PAD4 inh -3, Fam108B counter -1, PME-1 inh -2, Bcl-xL primary -2, GSTO1 counter 0 and MEX-5 binding -0.8.

Remaining list, next part
For Cc1nc2ccc(Cl)cc2nc(C)/c1=N\O the results were MCL1 BIM primary 5, GLD-1 RNA inh 10, TPT1 inh 23, PAD4 inh -6, Fam108B counter 1, PME-1 inh -6, Bcl-xL primary 13, GSTO1 counter 10 and MEX-5 binding -2.3.
Screening CCOP(=O)(c1ccccc1)c1nc(-c2ccccc2C)oc1NCc1ccccc1 (configuration not stated) returned MCL1 BIM primary 2, GLD-1 RNA inh 3, TPT1 inh -4, PAD4 inh 4, Fam108B counter 5, PME-1 inh -5, Bcl-xL primary 6, GSTO1 counter 11 and MEX-5 binding 1.9.
For C=CCN=C(C)C1=C(O)CCC1=O the results were MCL1 BIM primary -6, GLD-1 RNA inh 4, TPT1 inh -1, PAD4 inh -4, Fam108B counter -2, PME-1 inh -5, Bcl-xL primary -3, GSTO1 counter -7 and MEX-5 binding -0.9.
`COc1ccc(OCCOC(=O)c2ccc(F)c(S(=O)(=O)N3CCOCC3)c2)cc1` gave MCL1 BIM primary 3, GLD-1 RNA inh 2, PAD4 inh 4, PME-1 inh 5 and Bcl-xL primary 2.
CCOC(=O)c1c(C)[nH]c(O)c1C=Nc1ccc(Cl)cc1 was read as MCL1 BIM primary -5, GLD-1 RNA inh 5, TPT1 inh 0, PAD4 inh -6, Fam108B counter 3, PME-1 inh 12, Bcl-xL primary 7, GSTO1 counter 1 and MEX-5 binding -6.2.
Screening O=C(Nc1sc2c(c1C(=O)c1ccc(Cl)cc1)CCCC2)c1cccnc1 returned MCL1 BIM primary 11, GLD-1 RNA inh -1, TPT1 inh -2, PAD4 inh 1, Fam108B counter -5, PME-1 inh -6, Bcl-xL primary 3, GSTO1 counter -3 and MEX-5 binding 1.7.
CC(C)(C)OC(=O)NCCCCCc1cn(CC(=O)NCCCCCCCCCCC(=O)N2CCN(C(=O)OC(C)(C)C)CC2)nn1 was read as MCL1 BIM primary -12, GLD-1 RNA inh -5, TPT1 inh -2, PAD4 inh -4, Fam108B counter -8, PME-1 inh -2, Bcl-xL primary -3 and GSTO1 counter -3.
`O=C(c1ccc(Cl)s1)N1CCN(c2ncccn2)CC1` gave MCL1 BIM primary -2, GLD-1 RNA inh 7, TPT1 inh 0, PAD4 inh -5, Fam108B counter -3, PME-1 inh -6, Bcl-xL primary 6, GSTO1 counter 6 and MEX-5 binding -3.2.
For COCc1cc(=O)n2c(-c3ccc(C)cc3)n[nH]c2n1 the results were MCL1 BIM primary 10, GLD-1 RNA inh -8, TPT1 inh 2, PAD4 inh -2, Fam108B counter 3, PME-1 inh 7, Bcl-xL primary 15, GSTO1 counter 5 and MEX-5 binding 2.6.
For CCn1c(N2CCC(Cc3ccccc3)CC2)nc2c1c(=O)[nH]c(=O)n2C the results were MCL1 BIM primary 0, GLD-1 RNA inh -8, TPT1 inh 2, PAD4 inh -3, Fam108B counter -4, PME-1 inh 8, Bcl-xL primary 1, GSTO1 counter -1 and MEX-5 binding 2.1.
Screening Cc1ccc(C)c(NC(=O)CN(C)C(=O)c2ccc(-n3cncn3)c([N+](=O)[O-])c2)c1 returned MCL1 BIM primary 3, GLD-1 RNA inh 4, TPT1 inh -2, PAD4 inh 0, Fam108B counter 1, PME-1 inh -3, Bcl-xL primary 3, GSTO1 counter -4 and MEX-5 binding -5.9.
Screening Cc1ccc2c(c1)nnn2C1CCN(S(=O)(=O)c2ccc(C(=O)N(C)C)cc2)CC1 returned MCL1 BIM primary -3, GLD-1 RNA inh 2, TPT1 inh -2, PAD4 inh -3, Fam108B counter 1, PME-1 inh -5, Bcl-xL primary 3, GSTO1 counter 4 and MEX-5 binding 2.2.
For COc1ccc(OC)c(NC(=O)Nc2ccc3c(c2)OCO3)c1 the results were MCL1 BIM primary 0, GLD-1 RNA inh 5, TPT1 inh -1, PAD4 inh -3, Fam108B counter 11, PME-1 inh 13, Bcl-xL primary 6, GSTO1 counter 6 and MEX-5 binding -2.4.
For Cc1ccc(S(=O)(=O)N2CCOC23CCN(C(=O)c2ccccc2Br)CC3)cc1 the results were MCL1 BIM primary -2, GLD-1 RNA inh 3, TPT1 inh -3, PAD4 inh 2, Fam108B counter 5, PME-1 inh 4, Bcl-xL primary -5, GSTO1 counter -7 and MEX-5 binding 1.8.
O=C(CN1CCSC1=O)N1CCN(S(=O)(=O)c2ccccc2)CC1 was read as MCL1 BIM primary 55*, GLD-1 RNA inh 3, PAD4 inh 3, PME-1 inh 4 and Bcl-xL primary 6.
`O=C(O)c1sccc1SCc1ccc(Cl)cc1Cl` gave MCL1 BIM primary 7, GLD-1 RNA inh 5, TPT1 inh -1, PAD4 inh -2, Fam108B counter -4, PME-1 inh -2, Bcl-xL primary 8, GSTO1 counter 3 and MEX-5 binding 2.8.
For Cc1ccc(OC(=O)C(F)(F)F)c2c1NCCC2 the results were MCL1 BIM primary 2, GLD-1 RNA inh 2, TPT1 inh 1, PAD4 inh -3, Fam108B counter -4, PME-1 inh 2, Bcl-xL primary 0, GSTO1 counter 8 and MEX-5 binding -0.4.
For CC1CCCCN1C(=O)Cn1cc(C=O)c2ccccc21 (configuration not stated) the results were MCL1 BIM primary -3, GLD-1 RNA inh 5, TPT1 inh 3, PAD4 inh 5, Fam108B counter 4, PME-1 inh 2, Bcl-xL primary 2, GSTO1 counter 1 and MEX-5 binding -2.5.
`O=C(Nc1ccc(Br)cn1)c1cccc2ccccc12` gave MCL1 BIM primary 10, GLD-1 RNA inh -3, TPT1 inh 0, PAD4 inh 5, Fam108B counter 1, PME-1 inh -2, Bcl-xL primary 8, GSTO1 counter -2 and MEX-5 binding -1.2.
For COc1ccc(NC(=O)C2CCCN2C(=O)NCc2ccccc2)cc1OC (configuration not stated) the results were MCL1 BIM primary 7, GLD-1 RNA inh 3, TPT1 inh -2, PAD4 inh -2, Fam108B counter 5, PME-1 inh 0, Bcl-xL primary 5, GSTO1 counter -4 and MEX-5 binding 3.2.
`CN(Cc1cc(-c2ccccc2)on1)C(=O)c1cc(COc2c(F)cccc2F)on1` gave MCL1 BIM primary 0, GLD-1 RNA inh 5, TPT1 inh 1, PAD4 inh -4, Fam108B counter -6, PME-1 inh -1, Bcl-xL primary 9, GSTO1 counter 4 and MEX-5 binding 0.6.
CCOC(=O)CSc1nc2cc(C(F)(F)F)cnc2n1C was read as MCL1 BIM primary -1, GLD-1 RNA inh -4, TPT1 inh 4, PAD4 inh 0, Fam108B counter 3, PME-1 inh 5, Bcl-xL primary 0, GSTO1 counter -4 and MEX-5 binding 1.0.
For COc1cc(C(=O)NCCOc2ccccc2)c(Br)c(OC)c1OC the results were MCL1 BIM primary 4, GLD-1 RNA inh 5, TPT1 inh -6, PAD4 inh 1, Fam108B counter 2, PME-1 inh 2, Bcl-xL primary 3, GSTO1 counter 0 and MEX-5 binding -3.3.
